Source: PubChem BioAssay (several laboratories)
Pf gamet viab: P. falciparum stage V gametocyte viability inhibition. P. falciparum stage V gametocytes, ATP luminescence, 24 h. inhibition, % at 10.9 µM. hit rate 0.065% among 150,000. AID 743093;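 active = inhibition above the mean plus 3 SD of compounds within the control limits, set per campaign, cut at about 38% in these data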;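 also: 0% = DMSO wells and 100% = medium only without gametocytes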
Mcl1-Bid inh: Mcl-1/Bid interaction inhibition | AID 1021 | TR-FRET Mcl-1/Bid-Dy647 peptide binding, 1536-well | hit rate 0.97% among 220,000 | inhibition, % at 21.7 µM;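 active = compounds that cut the binding signal by more than half at the single screening dose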;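 also: His-tagged Mcl-1 with europium anti-His antibody binding Bid BH3 peptide; 0% = Mcl-1 plus peptide wells and 100% = peptide-only wells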
Mcl1-Noxa inh: disrupts binding of human Mcl-1 to Noxa peptide. inhibition, % at 21.7 µM. TR-FRET Mcl-1/Noxa peptide binding, 2 h. AID 1022. hit rate 1.5% among 220,000. Q07820;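 active = compounds that cut the protein-peptide binding signal by more than 50% relative to plate controls in a single-dose test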;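 also: His-tagged Mcl-1 with rhodamine Noxa BH3 peptide and terbium anti-His antibody; 0% = Mcl-1 plus Noxa peptide wells and 100% = peptide-only wells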
RGS8-Gao reg: human RGS8-Galphao interaction regulation; P09471; response (percent of control binding), % at 10 µM; hit rate 0.34% among 220,000; multiplexed bead flow cytometry, RGS8-Galphao binding; actives lie on both sides; in the data active = response below about 60% or above about 140%; inactive = in between;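 also: Galphao activated as the GDP aluminium fluoride complex binding bead-coupled RGS8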
Target sequence (P09471 whole entry, looked up): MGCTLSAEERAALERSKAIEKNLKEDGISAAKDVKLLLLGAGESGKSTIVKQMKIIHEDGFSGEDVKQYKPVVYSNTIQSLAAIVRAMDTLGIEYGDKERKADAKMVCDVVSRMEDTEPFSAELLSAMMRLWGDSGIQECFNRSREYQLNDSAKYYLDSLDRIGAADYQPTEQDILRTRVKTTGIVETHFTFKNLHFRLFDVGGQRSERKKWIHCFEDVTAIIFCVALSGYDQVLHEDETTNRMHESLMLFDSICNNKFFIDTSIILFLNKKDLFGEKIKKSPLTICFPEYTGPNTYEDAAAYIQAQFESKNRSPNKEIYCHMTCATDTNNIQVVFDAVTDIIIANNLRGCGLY
Active calls of the source: *. Not all compounds are listed; rates above refer to the full screens.

SMILES	Pf gamet viab	Mcl1-Bid inh	Mcl1-Noxa inh	RGS8-Gao reg
O=C(O)c1cc2ccccc2cc1Nc1ccccc1	12	0	7	105
CSc1nc2nc3c(cc2c(=O)n1-c1ccc(C)cc1)COC(C)(C)C3	-9	-53	5	102
COc1cccc(Nc2nnc(SCC(=O)N3CC(=O)Nc4ccccc43)s2)c1	23	-23	36	103
CC(=O)N(C(C)=O)c1nc(-c2ccccc2)cn1/N=C/c1cccc([N+](=O)[O-])c1	-14	-18	12	101
COc1ccc2c(c1)c(/C=N/Nc1ccc(C(=O)O)cc1)c(C)n2C	-21	-52	9	101
Cc1ccc(C(=O)Nn2cnnc2)cc1S(=O)(=O)N1CCOCC1	10	-10	-12	99
CNC(=O)/C(C#N)=C/c1cc(C)n(-c2ccc(N3CCOCC3)cc2)c1C	-24	-39	9	104
C=CCn1c(=NC(=O)c2cccs2)sc2cccc(OC)c21	8	0	16	99
CCC(c1ccccc1)c1nnc(NC(=O)c2ccco2)s1 (stereo unspecified)	7	-11	-2	100
O=C(COC(=O)c1ccc([N+](=O)[O-])s1)Nc1cccc(S(=O)(=O)NC2=NCCCCC2)c1	22	22	14	100
Cc1ccc(CSc2nnc([C@@H]3CCCN3C(=O)OC(C)(C)C)o2)cc1	11	-26	-11	99
O=C(/C=C/c1ccc(F)cc1)NC(=S)N1CCN(Cc2ccccc2)CC1	-1	-138	16	105
Cc1nnc(NNS(=O)(=O)c2ccc(Cl)cc2)[nH]c1=O	7	-20	14	99
COC(=O)c1sc(SC)c(S(=O)(=O)C(C)C)c1N/N=C(\C#N)C(=O)c1ccccc1	-25	-6	33	104
Cc1ccc(S(=O)(=O)N2CCCCC2)cc1C(=O)Nc1ccc(S(=O)(=O)Nc2ncccn2)cc1	-19	-2	21	102
CCOc1ccc(NC(=O)C2CCC(CNc3c(N4CCC(C)CC4)c(=O)c3=O)CC2)cc1 (stereo unspecified)	-17	-20	-2	102
O=C(CSc1nc2sc3c(c2c(=O)[nH]1)CCC3)NCCO	-9	6	11	100
CCOCCN(C(=O)c1ccccc1Cl)c1cccc(C)c1C	5	-12	-4	102
O=C(NCc1ccc(F)cc1)C(=O)NCC1OCCN1S(=O)(=O)c1ccc2c(c1)OCCO2 (stereo unspecified)	12	-8	11	100
N#C/C(=C\c1ccc(N2CCOCC2)o1)C(=O)NC1CCCCC1	-12	-137	3	98
Cc1ccc(S(=O)(=O)N(C)C)cc1NC(=O)C1CCCCC1	3	4	-12	100

Ten entries out of the list, arranged by length of the SMILES, highest first:
SMILES	Pf gamet viab	Mcl1-Bid inh	Mcl1-Noxa inh	RGS8-Gao reg
Cc1ccc(S(=O)(=O)N2CCCCC2)cc1C(=O)Nc1ccc(S(=O)(=O)Nc2ncccn2)cc1	-19	-2	21	102
CC(=O)N(C(C)=O)c1nc(-c2ccccc2)cn1/N=C/c1cccc([N+](=O)[O-])c1	-14	-18	12	101
COC(=O)c1sc(SC)c(S(=O)(=O)C(C)C)c1N/N=C(\C#N)C(=O)c1ccccc1	-25	-6	33	104
Cc1ccc(CSc2nnc([C@@H]3CCCN3C(=O)OC(C)(C)C)o2)cc1	11	-26	-11	99
CSc1nc2nc3c(cc2c(=O)n1-c1ccc(C)cc1)COC(C)(C)C3	-9	-53	5	102
N#C/C(=C\c1ccc(N2CCOCC2)o1)C(=O)NC1CCCCC1	-12	-137	3	98
Cc1ccc(S(=O)(=O)N(C)C)cc1NC(=O)C1CCCCC1	3	4	-12	100
O=C(CSc1nc2sc3c(c2c(=O)[nH]1)CCC3)NCCO	-9	6	11	100
C=CCn1c(=NC(=O)c2cccs2)sc2cccc(OC)c21	8	0	16	99
CCC(c1ccccc1)c1nnc(NC(=O)c2ccco2)s1 (stereo unspecified)	7	-11	-2	100
